High-throughput results: PubChem BioAssay, several laboratories
PrPC surface inh – inhibitors of human cell surface prion protein PrPC; TR-FRET read-out; inhibition, % at 13.8 µM; 370,000 tested, 0.43% active; in the data active = inhibition above about 24%; also: 0% = median of the test wells and 100% = reference compound wells
BoNT F protease – blocks Botulinum neurotoxin F light chain protease; Multiplex microsphere protease cleavage assay, flow cytometry; inhibition, % at 10 µM; 360,000 tested, 0.22% active; AID 588497; in the data active = inhibition above about 35%, passing the limit was not always enough; inconclusive = no clear call, values can overlap the other calls; also: plate controls were buffer without enzyme for full effect and enzyme alone for no effect
PriA SSB inh – K. pneumoniae PriA-SSBct interaction inhibition. 430,000 tested, 0.6% active. inhibition, % at 33 µM. AlphaScreen SSBct-PriA binding, biotinylated peptide; in the data active = inhibition mostly above about 37%, no sharp cut-off; inactive = mostly below about 20%;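 also: plate controls were negative control peptide for no effect and reference peptide for full effect; strong numbers were not always called active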
BoNT-A LC inh2 – inhibitors of Botulinum neurotoxin A light chain protease; multiplex microsphere protease substrate cleavage, flow cytometry; inhibition, % at 10 µM; 360,000 tested, 0.17% active; also: plate controls were buffer without enzyme for full effect and enzyme alone for no effect
3CLpro inhibitor – SARS-CoV 3CLpro protease inhibition. AID 1706. inhibition, % at 6 µM. 290,000 tested, 0.14% active. P0C6X7. recombinant SARS-CoV 3CLpro, quenched FRET peptide cleavage; in the data active = inhibition above about 12%
MazEF act – activators of E. coli MazEF toxin-antitoxin RNase | P0AE70 | FAM/BHQ RNA-DNA oligo cleavage fluorescence, 5 h | activation, % at 20 µM | 350,000 tested, 0.32% active; in the data active = activation above about 50%
Target sequence (P0AE70 whole entry, looked up): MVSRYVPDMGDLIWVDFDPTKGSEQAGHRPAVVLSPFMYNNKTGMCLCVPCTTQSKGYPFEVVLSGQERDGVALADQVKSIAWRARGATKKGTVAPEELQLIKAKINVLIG
Anthrax LF inh2 – blocks Bacillus anthracis lethal factor protease; P15917; multiplex microsphere protease cleavage assay, LF; inhibition, % at 10 µM; 360,000 tested, 0.12% active; also: plate controls were buffer without enzyme for full effect and enzyme alone for no effect
Target sequence (P15917 whole entry, looked up): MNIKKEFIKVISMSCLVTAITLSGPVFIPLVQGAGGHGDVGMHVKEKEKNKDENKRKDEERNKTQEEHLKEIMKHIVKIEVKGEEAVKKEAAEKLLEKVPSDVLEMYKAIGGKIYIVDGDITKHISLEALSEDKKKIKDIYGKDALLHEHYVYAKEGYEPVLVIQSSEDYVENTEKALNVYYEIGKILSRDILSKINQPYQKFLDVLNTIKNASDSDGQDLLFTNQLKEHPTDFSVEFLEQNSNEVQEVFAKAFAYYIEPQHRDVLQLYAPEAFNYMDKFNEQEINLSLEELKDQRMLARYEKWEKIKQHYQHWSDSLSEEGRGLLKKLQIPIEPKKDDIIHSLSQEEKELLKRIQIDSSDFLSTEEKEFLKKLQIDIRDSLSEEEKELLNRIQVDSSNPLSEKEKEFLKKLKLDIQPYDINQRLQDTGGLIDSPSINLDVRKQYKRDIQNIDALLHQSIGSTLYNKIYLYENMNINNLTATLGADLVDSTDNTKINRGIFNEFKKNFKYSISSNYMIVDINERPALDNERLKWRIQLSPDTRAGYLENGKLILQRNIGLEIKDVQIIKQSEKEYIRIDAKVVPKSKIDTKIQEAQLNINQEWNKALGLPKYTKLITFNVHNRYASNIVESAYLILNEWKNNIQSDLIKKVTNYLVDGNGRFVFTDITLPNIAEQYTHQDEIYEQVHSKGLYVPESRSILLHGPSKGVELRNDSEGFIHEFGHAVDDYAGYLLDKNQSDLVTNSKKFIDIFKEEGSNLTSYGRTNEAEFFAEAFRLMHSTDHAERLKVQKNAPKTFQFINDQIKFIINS
Rv3671c protease – inhibitors of M. tuberculosis serine protease Rv3671c | P9WHR9 | AID 2606 | inhibition, % at 5.96 µM | 320,000 tested, 0.048% active; in the data active = inhibition above about 38%;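 also: extracellular domain of Rv3671c used as enzyme; 0% = enzyme with DMSO and 100% = no enzyme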
DUSP3 inh – inhibitors of human VHR1 phosphatase (DUSP3). inhibition, % at 13.3 µM. AID 1654. 290,000 tested, 0.52% active. recombinant VHR phosphatase, pNPP absorbance. P51452; in the data active = inhibition above about 50%; also: some compounds called inactive have numbers as strong as hits
Target sequence (P51452 whole entry, looked up): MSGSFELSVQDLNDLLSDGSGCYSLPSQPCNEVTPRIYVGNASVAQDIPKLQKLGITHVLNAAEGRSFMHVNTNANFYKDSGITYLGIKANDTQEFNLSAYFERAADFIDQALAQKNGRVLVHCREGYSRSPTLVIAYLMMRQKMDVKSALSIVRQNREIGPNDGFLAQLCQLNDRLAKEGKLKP
CCHFV vOTU inh – blocks the CCHF virus ovarian tumor domain protease; CCHFV vOTU protease, Pep-AMC fluorescence; inhibition, % at 11.5 µM; 370,000 tested, 0.55% active; AID 651958; in the data active = inhibition above about 30%; also: 0% = vehicle wells with enzyme and 100% = no enzyme wells
Numbers without * were called inactive; u = inconclusive; x = no result given. Rule as the data show it, unless noted: active = inhibition above about 30%; inconclusive = no clear call, values can overlap the other calls; inactive = below that. Not all compounds are listed, so the mix of outcomes need not match the whole.

SMILES	PrPC surface inh	BoNT F protease	PriA SSB inh	BoNT-A LC inh2	3CLpro inhibitor	MazEF act	Anthrax LF inh2	Rv3671c protease	DUSP3 inh	CCHFV vOTU inh
COc1ccc(C2CC(=O)Oc3cc(C)c(Cl)c(C)c32)cc1 (centres undefined)	5	-4	-22	-0.7	x	0	-7	x	x	4
Cc1ccc(C(=O)OCC(=O)Nc2ccc(N(C)C)cc2)cc1NC(=O)c1ccco1	-6	-8	-2	-0.1	2	1	-4	-4	-4	14
C=CCn1c(SCc2ccccc2)nc2c1c(=O)[nH]c(=O)n2C	-2	u	-10	-4.3	-5	14	-17	-1	-22	-9
O=C(C[C@H]1C[C@@H]2c3cc(NC(=O)Nc4ccccc4)ccc3O[C@@H]2[C@@H](CO)O1)NCC1CC1	10	-4	x	-0.2	x	-12	-3	x	x	10
COc1ccc2[nH]c(=O)c(CN(C(=O)C3CCCO3)c3ccc(C)cc3)cc2c1 (centres undefined)	10	23	-13	1.4	-1	15	0	3	24	-5
CCOC(=O)/C(=N\Nc1cc(Cl)ccc1Cl)N1CC(C)OC(C)C1 (centres undefined)	2	-1	x	0.0	6	-9	-3	-1	-9	-9
Cc1ccc([C@H]2N[C@]3(CCCN(Cc4cccn4C)C3=O)[C@H]3C(=O)N(Cc4ccccc4)C(=O)[C@@H]23)cc1	0	-18	x	1.7	x	3	-4	x	x	1
Cc1ccc(NC(=O)C2CCN(S(=O)(=O)c3c(C)noc3/C=C/N(C)C)CC2)cc1	6	6	-1	0.7	0	0	0	-13	8	22
CCn1c(=O)c2cc(C(=O)NCC(OC)OC)sc2c2ccccc21	-10	6	-3	1.8	-4	9	5	-6	0	-60
COc1ccc(S(=O)(=O)N2CCC(C(=O)N3CCN(c4ccccc4OC)CC3)CC2)cc1	1	1	-6	-0.6	0	-1	-3	6	2	-12
CC(=O)N(C)c1nc(-c2ccc(Cl)cc2)cs1	-1	-20	-4	-0.5	0	-3	1	0	4	0
Cc1c(CN2CCC(n3nccc3NC(=O)CCc3ccccc3)CC2)cnn1C	-4	2	-3	-0.5	7	8	-3	-7	15	-3
C=CCN(C(=O)c1csnn1)C(C(=O)NC1CCCCC1)c1ccccc1 (centres undefined)	1	13	2	1.0	0	-5	-3	5	28	-5
CCn1cc(C(=O)NCc2ccccc2OC)c(=O)c2ccc(C)nc21	x	x	-2	x	x	-8	x	4	15	x
COC(=O)c1cc(=O)n(-c2ccc(C(F)(F)F)cc2)[nH]1	-3	u	5	u	3	9	18	17	-1	10
Cc1onc(-c2ccccc2Cl)c1C(=O)N1CCN(c2cccc(Cl)c2)CC1	-1	-9	-9	-0.2	x	3	2	7	34	6
CC(SCCc1ccccn1)C(=O)O (centres undefined)	0	9	-7	1.0	1	7	-6	2	13	-5
CC(C)NC(=O)C(c1ccc(F)cc1)N(Cc1ccco1)C(=O)CCC(=O)Nc1ccccn1 (centres undefined)	4	-1	-4	1.1	-11	-5	3	-3	30	3
COc1ccc(S(=O)(=O)N2CCCCC2)cc1NC(=O)Cn1c(=O)cnc2ccccc21	4	-2	1	1.8	12	0	1	5	22	-4
ON1C(c2ccc(Cl)cc2Cl)N(O)[C@H]2CCCC[C@H]21 (some centres undefined)	-5	7	-3	1.0	-7	-1	-2	-4	19	-10
O=C(NC(=S)NCC1CCCO1)c1ccccc1Br (centres undefined)	-3	-4	0	0.0	-3	-1	2	3	-7	2
CC(C)(C)NS(=O)(=O)c1cc2c3c(c1)CCN3C(=O)CC2	0	-2	7	-0.5	7	7	-2	0	-4	-6
CC(=O)Nc1cc2oc3ccccc3c2cc1[N+](=O)[O-]	-19	-2	-10	-0.6	x	10	-1	x	x	-1
Cc1sc2c(c1C)CN(Cc1ccncc1)CN2C(=O)c1ccco1	-4	15	-16	3.3	0	1	0	0	23	9
CCN(CC(=O)Nc1c(F)cccc1F)C(=O)c1ccc(OCc2c(C)noc2C)cc1	-5	6	0	0.3	x	3	-4	-9	x	-8
More structures:
SMILES	PrPC surface inh	BoNT F protease	PriA SSB inh	BoNT-A LC inh2	3CLpro inhibitor	MazEF act	Anthrax LF inh2	Rv3671c protease	DUSP3 inh	CCHFV vOTU inh
COc1ccc(/C=N/N(C)C2=NS(=O)(=O)c3ccccc32)cc1OC	-2	-15	x	-1.6	4	-17	-2	-4	-24	-2
Cc1sc2nc(SCC(=O)Nc3cccc(C(=O)O)c3)[nH]c(=O)c2c1C	1	-6	-5	-0.3	x	-3	-3	x	x	4
O=C(CCNS(=O)(=O)c1ccccc1C(F)(F)F)Nc1ccncc1	11	-8	6	-0.1	x	5	-3	0	x	3
O=C(c1ccco1)c1nc2c(n1O)CCCCC2	3	-2	-5	-0.8	-2	-8	1	-1	-8	14
CN1C(C)(C)CC(=NOC(=O)c2ccccc2)CC1(C)C	2	12	-11	0.5	-3	1	-6	-2	36	3
COc1ccc(F)cc1S(=O)(=O)N1CCN(Cc2ccc3c(c2)OCO3)CC1	2	-25	-11	-0.6	-9	1	-3	-12	12	6
O=C(c1cccc(F)c1)N1CCN(C(=O)c2cc(-c3ccc(Cl)cc3Cl)on2)CC1	8	2	-9	0.5	1	-12	-1	-4	3	-9
COc1cc(C)c(Br)cc1S(=O)(=O)N1CCCC1	-3	-7	-17	0.1	-2	-1	-2	4	5	-1
O=C(CCC1CCCN(C(=O)C2(c3ccccc3)CC2)C1)N1CCN(c2ccccn2)CC1 (centres undefined)	10	-10	-14	-1.6	2	-4	-2	-2	13	-7
Cc1cc(Cl)c2oc(C(=O)N(C)Cc3ccon3)c(C)c2c1	8	4	-6	0.2	11	-10	1	4	-10	6
COc1ccc(S(=O)(=O)N2CCC(NC(=O)Nc3ccc(C)cc3)CC2)cc1	8	5	-5	u	0	-2	-6	-12	44	3
CN1CCN(c2ccc(S(=O)(=O)N3CCOCC3)cc2NC(=O)CC(C)(C)C)CC1	3	u	-2	-1.4	x	0	4	-3	x	-3
CSc1ncccc1C(=O)Nc1ccc2c(c1)OCO2	-3	-2	-1	0.4	x	-4	1	-1	x	-1
COc1cc(C(=O)OCC(=O)Nc2cc(C)on2)c([N+](=O)[O-])cc1OC	-7	4	-7	-0.3	2	9	-5	-7	-5	-5
Cc1cc(Br)c(S(=O)(=O)n2nnc3ccccc32)cc1C	9	-12	-5	0.8	3	0	3	0	11	4
COc1cccc(-c2cc(C(=O)NCc3cccs3)no2)c1	3	4	-17	0.4	5	-7	-2	3	-23	-1
Cc1nc2ccc3nc(NC(=O)c4ccc(S(=O)(=O)N5CCOCC5)cc4)sc3c2s1	-2	2	-11	2.6	0	23	-6	-3	15	6
COc1ccc(CSc2nc(C)cc(=O)[nH]2)cc1	5	-20	-8	0.5	-4	-7	2	0	8	3
O=C(Cn1ncc2c(=O)oc3ccccc3c21)NCC1COc2ccccc2O1 (centres undefined)	-2	-4	-7	1.4	-1	7	-2	7	25	1
O=C(OCC(=O)N1CCc2ccccc21)c1ccncc1	-3	-2	-13	0.8	x	-3	6	-5	x	-11
Nc1c(-c2ccccc2)cnn1C1CCS(=O)(=O)C1 (centres undefined)	0	-5	-19	0.6	-2	5	-8	1	0	5
CCCCCc1nnc(NC(=O)C2CCCO2)s1 (centres undefined)	-1	-4	0	-2.9	1	4	2	0	9	8
COc1ccc(NC(=O)C(c2ccc(OC)cc2)N(C)C(=O)CC2NC(=O)NC2=O)cc1 (centres undefined)	-1	-15	-10	-1.2	1	-9	-2	2	4	-5
Cc1ccc([N+](=O)[O-])c(OCC(O)CNC(C)(C)C)c1 (centres undefined)	8	1	13	1.7	4	0	2	13	-13	11
COc1ccccc1Cn1c(=S)[nH]c2cc(C(=O)N3CC(C)CC(C)C3)ccc2c1=O (centres undefined)	-9	0	x	-0.1	x	0	-2	x	x	-4

Given as a markdown table: 12 of the compounds above.
| SMILES | PrPC surface inh | BoNT F protease | PriA SSB inh | BoNT-A LC inh2 | 3CLpro inhibitor | MazEF act | Anthrax LF inh2 | Rv3671c protease | DUSP3 inh | CCHFV vOTU inh |
| --- | --- | --- | --- | --- | --- | --- | --- | --- | --- | --- |
| COc1cc(C(=O)OCC(=O)Nc2cc(C)on2)c([N+](=O)[O-])cc1OC | -7 | 4 | -7 | -0.3 | 2 | 9 | -5 | -7 | -5 | -5 |
| Cc1cc(Br)c(S(=O)(=O)n2nnc3ccccc32)cc1C | 9 | -12 | -5 | 0.8 | 3 | 0 | 3 | 0 | 11 | 4 |
| COc1cccc(-c2cc(C(=O)NCc3cccs3)no2)c1 | 3 | 4 | -17 | 0.4 | 5 | -7 | -2 | 3 | -23 | -1 |
| Cc1nc2ccc3nc(NC(=O)c4ccc(S(=O)(=O)N5CCOCC5)cc4)sc3c2s1 | -2 | 2 | -11 | 2.6 | 0 | 23 | -6 | -3 | 15 | 6 |
| COc1ccc(CSc2nc(C)cc(=O)[nH]2)cc1 | 5 | -20 | -8 | 0.5 | -4 | -7 | 2 | 0 | 8 | 3 |
| O=C(Cn1ncc2c(=O)oc3ccccc3c21)NCC1COc2ccccc2O1 (centres undefined) | -2 | -4 | -7 | 1.4 | -1 | 7 | -2 | 7 | 25 | 1 |
| O=C(OCC(=O)N1CCc2ccccc21)c1ccncc1 | -3 | -2 | -13 | 0.8 | x | -3 | 6 | -5 | x | -11 |
| Nc1c(-c2ccccc2)cnn1C1CCS(=O)(=O)C1 (centres undefined) | 0 | -5 | -19 | 0.6 | -2 | 5 | -8 | 1 | 0 | 5 |
| CCCCCc1nnc(NC(=O)C2CCCO2)s1 (centres undefined) | -1 | -4 | 0 | -2.9 | 1 | 4 | 2 | 0 | 9 | 8 |
| COc1ccc(NC(=O)C(c2ccc(OC)cc2)N(C)C(=O)CC2NC(=O)NC2=O)cc1 (centres undefined) | -1 | -15 | -10 | -1.2 | 1 | -9 | -2 | 2 | 4 | -5 |
| Cc1ccc([N+](=O)[O-])c(OCC(O)CNC(C)(C)C)c1 (centres undefined) | 8 | 1 | 13 | 1.7 | 4 | 0 | 2 | 13 | -13 | 11 |
| COc1ccccc1Cn1c(=S)[nH]c2cc(C(=O)N3CC(C)CC(C)C3)ccc2c1=O (centres undefined) | -9 | 0 | x | -0.1 | x | 0 | -2 | x | x | -4 |

A portion of the results above, as a working copy:
SMILES	PrPC surface inh	BoNT F protease	PriA SSB inh	BoNT-A LC inh2	3CLpro inhibitor	MazEF act	Anthrax LF inh2	Rv3671c protease	DUSP3 inh	CCHFV vOTU inh
COc1cc(C)c(Br)cc1S(=O)(=O)N1CCCC1	-3	-7	-17	0.1	-2	-1	-2	4	5	-1
O=C(CCC1CCCN(C(=O)C2(c3ccccc3)CC2)C1)N1CCN(c2ccccn2)CC1 (centres undefined)	10	-10	-14	-1.6	2	-4	-2	-2	13	-7

More results follow:
SMILES	PrPC surface inh	BoNT F protease	PriA SSB inh	BoNT-A LC inh2	3CLpro inhibitor	MazEF act	Anthrax LF inh2	Rv3671c protease	DUSP3 inh	CCHFV vOTU inh
O=C1c2ccccc2C(=O)N1CCc1nc(-c2ccc(Cl)cc2)no1	-5	2	-52	2.1	5	1	-35	-10	26	3
CN(C(=O)CSc1ncccc1C(=O)O)c1ccccc1	-3	-1	-5	0.1	3	7	-1	1	13	18
Cc1cc(S(=O)(=O)N2CCN(c3ccc(F)cc3)CC2)ccc1-n1cnnn1	8	3	4	0.5	3	-1	-2	7	16	12
CC(C)(C)c1ccc(S(=O)(=O)NC(=O)C2(C)CCN2C(=O)CC2CCCCC2)cc1 (centres undefined)	-7	-3	x	0.6	x	x	2	x	x	25
COC(=O)c1cc(C(=O)OC)cc(S(=O)(=O)Nc2ccc(Cl)c(N)c2)c1	1	-6	-2	0.2	0	1	2	-7	18	6
Cn1c(=O)c2c(nc(SCCN3CCOCC3)n2C)n(C)c1=O	-6	u	-12	-6.2	-2	0	1	-5	35	-9
COc1ccccc1C(=O)N/N=C(\C)CC(=O)Nc1ccccc1NC(C)=O	-7	u	x	-0.1	2	-2	-6	-1	-12	-7
COC(=O)c1ccccc1NC(=O)c1cccc(NC(=O)C(C)C)c1	7	0	-12	0.2	3	0	0	-9	26	2
COc1ccc(-c2nc(CN3CCN(C(=O)c4ccco4)CC3)c(C)o2)c(F)c1	2	-14	-8	-1.9	2	-1	-7	0	24	-5
CCOC(CCNC(=O)c1cn(-c2cccc(C)n2)cn1)OCC	-6	-14	0	-0.9	-1	-316	-2	-1	20	1
